F508del corr = correctors of CFTR F508del function in bronchial epithelial cells; CFBE cells, YFP halide quenching; stimulated with forskolin plus potentiator P3; % fluorescence drop versus neutral controls; hit rate 0.36% among 350,000; activity (quench increase), % at 7.58 µM; AID 720511;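 active = mean added fluorescence quench of at least 8% versus neutral control, with both replicates also reaching 8%; inconclusive = only one of the mean or replicate conditions met; inactive = mean below 8% and not both replicates reaching 8%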;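 also: cells transiently co-express mutant CFTR-F508del with the halide-sensitive YFP; corrector assay measuring rescue of mutant channel to the surface after 24 h compound exposure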
EWS-Fli block = inhibitors of EWS/Fli oncoprotein transcriptional activity; hit rate 0.67% among 350,000; inhibition, % at 12.6 µM; A673 NR0B1-luciferase reporter, viability-normalised;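 active = mean inhibition of at least 50% after viability correction, with every replicate also passing that limit; inconclusive = mean reaches 50% but only one of two replicates passes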;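 also: firefly luciferase signal divided by Alamar Blue viability fluorescence both relative to DMSO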
miR122 inh = inhibitors of miR-122 in Huh7 cells; Huh7 miR-122 Renilla luciferase sensor, 48 h; neutral wells = 0, positive control = 100; activation (reporter increase), % at 12.5 µM; hit rate 0.3% among 340,000; AID 602342;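 active = mean replicate activation score at least 90 and every replicate individually at or above 90; inconclusive = only one of the two criteria met; inactive = neither criterion met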;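 also: higher luciferase means less miR-122 activity so hits act as miR-122 inhibitors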
DENV2 CPE rescue = DENV2-induced cell death inhibition; DENV2-infected cells, cytopathic effect rescue, plate reader; CPE inhibition, % at 9.99 µM; hit rate 1.7% among 350,000; AID 651640; in the data active = CPE inhibition above about 20%, passing the limit was not always enough; inconclusive = no clear call, values can overlap the other calls; tested in BHK-21 cells;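 also: 0% = median of neutral control wells and 100% = median of positive control wells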
INS-1E GSIS act = GLuc luminescence reporter in INS-1E cells, primary screen for activators of glucose-dependent secretion of insulin; hit rate 0.61% among 370,000; INS-1E GLuc reporter insulin secretion, 2-3 h; activation, % at 16.6 µM;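 active = lowest replicate activation of at least 40%, so every replicate reaches that level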;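 also: 0% = median of neutral control wells and 100% = median of IBMX positive control wells; some compounds called inactive have numbers as strong as hits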
PAX8 reporter = PAX8 transcriptional activity inhibition; RMG-I TPO-luciferase reporter, SteadyGlo, 24 h; inhibition, % at 12.6 µM; hit rate 1.2% among 360,000;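 active = mean replicate inhibition at least 60% with every replicate also reaching 60%; inconclusive = only one of the two criteria is met; inactive = mean below 60% and not all replicates reaching 60%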;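 also: luciferase light reporting Pax8 driven TPO promoter activity; plate controls were median of neutral control wells for no effect and mitoxantrone controls for full effect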
FN deposit inh = fibronectin deposition inhibition | hit rate 0.086% among 350,000 | AH1F fibroblasts, Alexa488-fibronectin deposition fluorescence, overnight | inhibition, % at 12.6 µM | AID 743247;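 active = mean inhibition across replicates of 30% or more, regardless of how many single replicates reach that level; inconclusive = mean under 30% yet at least half of replicates reach 30%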;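 also: positive control wells lacked labelled fibronectin entirely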
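Test system: AH1F fibroblast monolayer depositing Alexa488-labelled fibronectin into matrix. Input: 10000 cells per well. Technique: fluorescence, ex 485 nm, em 525 nm. Buffer or medium: DMEM plus 2% serum, read in PBS. Timing: 1 h cell adhesion before compound, then overnight fibronectin incubation. Compound: single dose, pinned. Read-out basis: inhibition from reduced deposited-fibronectin fluorescence.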
* = called active by the depositor; ? = inconclusive; nt = no result given; & = joins results of further samples; [ ] = dose if it differs, or a comment.

SMILES	F508del corr	EWS-Fli block	miR122 inh	DENV2 CPE rescue	INS-1E GSIS act	PAX8 reporter	FN deposit inh
O=[N+]([O-])c1ccc(CSCc2ccc([N+](=O)[O-])cc2)cc1	4.8	6	nt	0	19	-23	-4
Cc1nc2cc(-c3ccccc3)nn2c(N)c1-c1ccccc1	-1.9	6	11	2	-23	-192	2
O=C(COC(=O)c1ccccc1)Nc1ccccc1Sc1ccccc1	nt	nt	nt	nt	8	9	-7
O=C(CN1CCCc2ccccc21)N1CCc2ccccc21	0.2	0	-1	7	-6	38	4
CC(NC(=O)C1CCN(Cc2ccc(Oc3ccccc3)cc2)CC1)c1cccc2ccccc12 (centres undefined)	1.5	17	-5	-2	-28	28	11
C=CCn1cc(C(=O)NCc2ccc(Cl)cc2)c(=O)c2cc(S(=O)(=O)N(CC)CC)ccc21	1.7	13	-5	16	-11	13	1
COc1ccc(C(=O)N(C)[C@H]2C[C@H]3c4[nH]c5c(-c6ccccc6)cccc5c4CCN3C(=O)[C@H]2[C@H](C)O)cc1	2.8	0	nt	12	-30	-8	5
CC(=O)N1CCOCCOCCOCC1	0.3	3	nt	4	nt	-10	6
COc1ccc2[nH]c3c(=O)n(CCCCC(=O)N4CCC(C(N)=O)CC4)c(=S)[nH]c3c2c1	0.6	5	-15	3	1	nt	nt
CCCCn1c(N)c(N(CC(C)C)C(=O)c2ccc(OCC3CCCO3)cc2)c(=O)[nH]c1=O (centres undefined)	2.0	-3	-4	?	21	-16	6
CC(O)(c1cccnc1)c1nc(-c2cccc3cccnc23)cs1 (centres undefined)	2.2	8	0	14	nt	7	2
C[C@@H]1CN([C@@H](C)CO)C(=O)c2cccc(NC(=O)c3ccncc3)c2O[C@@H]1CN(C)Cc1ccc2c(c1)OCO2	-2.3	3	-7[16.7 µM]	-6	6	-17	3
Cc1ccc(-c2nn(-c3ccccc3)cc2/C=N/O)cc1	-2.3	-1	-11	2	-12	-19	5
COc1ccc(S(=O)(=O)Nc2ccc3c(c2)C(=O)N([C@@H](C)CO)C[C@H](C)[C@H](CN(C)S(=O)(=O)c2ccc(C)cc2)OCCCC[C@H](C)O3)cc1	-0.3	15	-10[16.7 µM]	-1	1	42	-10
CCCC(=O)N1CCC2(CC1)CN(C(=O)CC1CC1)[C@@H](CO)c1c2c2ccc(OC)cc2n1C	1.0	-11	nt	3	-11	9	nt
CN(C)CC(=O)Nc1ccc2c(c1)[C@@H]1C[C@@H](CC(=O)NCc3ccc(Cl)cc3)O[C@@H](CO)[C@@H]1O2	-0.7	4	4[16.7 µM]	13	1	nt	-9
CCOC(=O)C1CCN(C(=O)COC(=O)COc2ccc(Cl)cc2)CC1	-0.3	-8	-4	-3	nt	-14	-4
CS(=O)(=O)c1ccccc1C(=O)Nc1ccc2sccc2c1	0.1	-2	-1	-1	2	1	16
O=C(C[C@@H]1C[C@H]2c3cc(NC(=O)NC4CCCC4)ccc3O[C@H]2[C@@H](CO)O1)NCc1ccc(Oc2ccccc2)cc1	-2.0	14	9[16.7 µM]	-2	9	-3	-15
C[C@@H]1CCCCO[C@@H](CN(C)CC2CCCCC2)[C@H](C)CN([C@@H](C)CO)C(=O)c2cc(NC(=O)Nc3ccccc3)ccc2O1	-1.9	6	6[16.7 µM]	-21	-10	30	1
CN(CC1COc2ccccc2O1)C(=O)c1ccc(Cl)c(S(=O)(=O)N2CCCCCC2)c1 (centres undefined)	-2.5	13	78	-11	-31	9	1
N#C/C(=C\C=C\c1ccccc1[N+](=O)[O-])C(=O)NCc1ccccc1	-9.7	42	26	-4	-7	65*	8
Cc1cc(C)n(-c2cc(N3CCN(C(=O)c4cccc(F)c4)CC3)ccc2[N+](=O)[O-])n1	nt	nt	-1	nt	nt	4	0
COc1ccc(CCNS(=O)(=O)c2csc(C(N)=O)c2)cc1OC	0.4	0	-6	-3	-7	-18	-4
Cc1ccc(C)c(C(=O)COC(=O)CN2C(=O)C3C4C=CC(C4)C3C2=O)c1 (centres undefined)	-1.0	0	nt	8	-9	0	-1

A different layout for part of the listing above:
Results follow in this order: F508del corr | EWS-Fli block | miR122 inh | DENV2 CPE rescue | INS-1E GSIS act | PAX8 reporter | FN deposit inh
- CC(O)(c1cccnc1)c1nc(-c2cccc3cccnc23)cs1 (centres undefined)
→ 2.2 | 8 | 0 | 14 | nt | 7 | 2
- C[C@@H]1CN([C@@H](C)CO)C(=O)c2cccc(NC(=O)c3ccncc3)c2O[C@@H]1CN(C)Cc1ccc2c(c1)OCO2
→ -2.3 | 3 | -7[16.7 µM] | -6 | 6 | -17 | 3
- Cc1ccc(-c2nn(-c3ccccc3)cc2/C=N/O)cc1
→ -2.3 | -1 | -11 | 2 | -12 | -19 | 5
- COc1ccc(S(=O)(=O)Nc2ccc3c(c2)C(=O)N([C@@H](C)CO)C[C@H](C)[C@H](CN(C)S(=O)(=O)c2ccc(C)cc2)OCCCC[C@H](C)O3)cc1
→ -0.3 | 15 | -10[16.7 µM] | -1 | 1 | 42 | -10
- CCCC(=O)N1CCC2(CC1)CN(C(=O)CC1CC1)[C@@H](CO)c1c2c2ccc(OC)cc2n1C
→ 1.0 | -11 | nt | 3 | -11 | 9 | nt
- CN(C)CC(=O)Nc1ccc2c(c1)[C@@H]1C[C@@H](CC(=O)NCc3ccc(Cl)cc3)O[C@@H](CO)[C@@H]1O2
→ -0.7 | 4 | 4[16.7 µM] | 13 | 1 | nt | -9
- CCOC(=O)C1CCN(C(=O)COC(=O)COc2ccc(Cl)cc2)CC1
→ -0.3 | -8 | -4 | -3 | nt | -14 | -4
- CS(=O)(=O)c1ccccc1C(=O)Nc1ccc2sccc2c1
→ 0.1 | -2 | -1 | -1 | 2 | 1 | 16
- O=C(C[C@@H]1C[C@H]2c3cc(NC(=O)NC4CCCC4)ccc3O[C@H]2[C@@H](CO)O1)NCc1ccc(Oc2ccccc2)cc1
→ -2.0 | 14 | 9[16.7 µM] | -2 | 9 | -3 | -15
- C[C@@H]1CCCCO[C@@H](CN(C)CC2CCCCC2)[C@H](C)CN([C@@H](C)CO)C(=O)c2cc(NC(=O)Nc3ccccc3)ccc2O1
→ -1.9 | 6 | 6[16.7 µM] | -21 | -10 | 30 | 1
- CN(CC1COc2ccccc2O1)C(=O)c1ccc(Cl)c(S(=O)(=O)N2CCCCCC2)c1 (centres undefined)
→ -2.5 | 13 | 78 | -11 | -31 | 9 | 1
- N#C/C(=C\C=C\c1ccccc1[N+](=O)[O-])C(=O)NCc1ccccc1
→ -9.7 | 42 | 26 | -4 | -7 | 65* | 8
- Cc1cc(C)n(-c2cc(N3CCN(C(=O)c4cccc(F)c4)CC3)ccc2[N+](=O)[O-])n1
→ nt | nt | -1 | nt | nt | 4 | 0
- COc1ccc(CCNS(=O)(=O)c2csc(C(N)=O)c2)cc1OC
→ 0.4 | 0 | -6 | -3 | -7 | -18 | -4
- Cc1ccc(C)c(C(=O)COC(=O)CN2C(=O)C3C4C=CC(C4)C3C2=O)c1 (centres undefined)
→ -1.0 | 0 | nt | 8 | -9 | 0 | -1

(continued)
SMILES	F508del corr	EWS-Fli block	miR122 inh	DENV2 CPE rescue	INS-1E GSIS act	PAX8 reporter	FN deposit inh
C=C(C)CNC(=S)N/N=C/c1ccc(N2CCOCC2)cc1	0.4	-12	nt	13	-1	7	8
Cc1ccc(S(=O)(=O)N(C)C)cc1NC(=O)COC(=O)CSc1ccccc1	-0.5	-1	16	-3	3	1	5
C/C=C/c1ccc2c(c1)O[C@H](CN(C)C)[C@@H](C)CN([C@H](C)CO)S2(=O)=O	2.7	-13	8[16.7 µM]	4	8	nt	1
CC(=O)N1[C@H](Cc2ccccc2)C=C[C@]1(C)C(=O)NCCc1c[nH]c2ccccc12	4.3	-3	nt	?	nt	19	-1
C[C@H]1CN([C@@H](C)CO)C(=O)CCCn2nncc2CO[C@@H]1CN(C)S(=O)(=O)c1ccc(-n2cccn2)cc1	-1.3&-1.2	-9&-6	-3	?	18&-4	7&7	0&-21
COC(=O)C1=C(Nc2ccccc2NS(=O)(=O)c2ccc(C(F)(F)F)cc2Cl)CSC1	-1.6	1	-5	1	-10	9	-5
Cc1cccc(NCc2n[nH]c(=S)n2-c2ccccc2)c1	-3.1	4	nt	15	-1	-16	-6
O=C(N[C@H]1CC[C@@H](CCn2cc(C3CCCC3)nn2)O[C@H]1CO)c1cccnc1	2.9	nt	nt	10	4	-18	-2
Cc1nnsc1C(=O)N/N=C/c1cccc(C(F)(F)F)c1	-1.7	-1	nt	-1	4	-14	-6
COc1ccc(/C=N/NC(=O)C2(O)c3ccccc3-c3ccccc32)cc1	nt	nt	-5	nt	8	-4	-3
COc1cccc(-c2ccc3c(c2)O[C@@H](CN(C)C(C)=O)[C@H](C)CN([C@H](C)CO)S3(=O)=O)c1	3.5	-3	-3[16.7 µM]	-8	4	nt	nt
CC(C)C(=O)Nc1ccc(O)c(-c2csc(N)n2)c1	-0.4	1	-5	-3	-16	-28	-2
CC(C)NC(=O)NC(=O)CN1C(=O)NC(Cc2c[nH]c3ccccc23)C1=O (centres undefined)	-2.1	17	1	-2	nt	-25	2
CCC(C(=O)Nc1ccc(C(C)C)cc1)c1ccccc1 (centres undefined)	2.6	3	nt	-6	3	-6	3
O=C(CN1CCCCCCC1)Nc1cc(Cl)cc(Cl)c1	-2.0	-9	nt	-1	0	-11	-1
O=C(O)/C(=C\c1ccccc1OC(F)F)Sc1nnc(-c2ccc(F)cc2)o1	-0.6	6	-3	1	-3	25	4
O=C(N/N=C/c1ccco1)c1ccc(NC(=O)C2CC2)cc1	-4.0	2	-5	-4	4	-21	2
CCCN(C)C[C@@H]1Oc2cc(C#CCC(C)C)ccc2S(=O)(=O)N([C@H](C)CO)C[C@@H]1C	-2.5	13	20[16.7 µM]	34*	-22	nt	4
CCOC(=O)C(Cc1cc(N)c(Oc2ccc(OC)cc2)c(N)c1)NC(C)=O (centres undefined)	2.3	3	-8	-3	-1	-6	nt
C[C@H](CO)N1C[C@H](C)[C@H](CN(C)C(=O)NC2CCCCC2)Oc2ccc(NC(=O)c3ccncc3)cc2CC1=O	-0.7	-9	-2[16.7 µM]	6	4	-13	2
CCOC(=O)C1=C(O)C(=O)N(C2CCCCC2)C1	2.6	22	-2	0	nt	-3	6
Cc1ccc(/C=N/NC(=O)c2ccccn2)s1	0.5	-16	nt	6	7	42	2
Cc1ccc(C(=O)OCC(=O)NCCc2ccccc2)cc1C	0.3	-11	-2	8	-33	5	3
COc1ccc(CNCCCC(=O)Nc2c(Cl)ccc(C)c2Cl)cc1OC	-1.9	-7	-2	-7	2	-14	-1
CCCCCCCCOc1ccc(C2CC(=O)NC2=O)cc1 (centres undefined)	-0.6	2	5	-7	-3	23	9
C=CCC(C(=O)NC(C)c1ccccc1)C(=O)NC(C)c1ccccc1 (centres undefined)	2.1	-4	3	-7	7	-20	2
CC1CCN(S(=O)(=O)c2cn(CC(=O)Nc3ccc(OC(F)(F)F)cc3)cn2)CC1	-1.4	nt	3	-2	8	-6	-6
O=S(=O)(Cc1ccccc1)N1CCCCN2[C@H](C1)[C@@H](c1ccc(-c3ccccc3)cc1)[C@@H]2CO	-2.0	-4	2[16.7 µM]	10	2	-9	nt
CCS(=O)(=O)Nc1ccc2c(c1)C(=O)N(C)C[C@@H](OC)[C@@H](C)CN(CC1CCCCC1)[C@@H](C)CO2	2.2	-4	2[16.7 µM]	-4	12	-5	-7
COc1ccc(CN(C)C[C@H]2Oc3c(NS(=O)(=O)c4ccc(F)cc4)cccc3C(=O)N([C@H](C)CO)C[C@@H]2C)cc1	1.7	3	22[16.7 µM]	-2	10	3	nt
